GALR2 antag – GALR2 (human) receptor antagonism | GALR2-expressing cells, antagonist mode | inhibition, % at 4 µM | 0.39% of 140,000 active | AID 828; in the data active means inhibition above about 27%;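 further: cells stimulated with galanin 1-16 at roughly its EC80; 0% = agonist challenge control and 100% = basal control without agonist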
Target sequence (O43603 whole entry, looked up): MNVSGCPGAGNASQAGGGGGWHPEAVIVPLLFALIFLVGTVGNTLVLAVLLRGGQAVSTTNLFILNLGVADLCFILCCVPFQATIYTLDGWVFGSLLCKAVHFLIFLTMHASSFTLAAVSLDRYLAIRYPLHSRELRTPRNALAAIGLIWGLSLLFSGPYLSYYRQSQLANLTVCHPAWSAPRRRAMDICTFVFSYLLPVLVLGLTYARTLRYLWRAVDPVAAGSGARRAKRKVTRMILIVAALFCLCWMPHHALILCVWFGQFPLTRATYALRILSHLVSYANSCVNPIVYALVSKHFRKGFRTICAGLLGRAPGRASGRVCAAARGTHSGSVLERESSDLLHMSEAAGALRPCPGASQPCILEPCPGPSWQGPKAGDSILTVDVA
Yeast lifespan up – yeast lifespan extension. 0.68% of 130,000 active. S. cerevisiae growth with nicotinamide, OD615; deaD strain in restrictive glucose medium. AID 775. inhibition of the nicotinamide effect, % at 10 µM;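 active means inhibition above a set limit, placed 3 SD over the median of all compounds, cut at about 26% in these data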;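 further: 0% = nicotinamide-treated wells and 100% = cells grown without nicotinamide; some compounds called inactive have numbers as strong as hits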
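Material: Modified budding yeast, DeaD strain | Medium: Restrictive glucose medium | Probe or stimulus: 1.5 mM nicotinamide | Dosing: Single dose 10 µM compound, 0.25% DMSO | Times: 48 h at 30 °C | Technique: OD615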
Measles CPE – protection of cells from measles virus | 1.5% of 140,000 active | protection (pct of control), % at 4 µM | Measles virus-infected cells, CPE protection, absorbance; in the data active means protection mostly above about 24%, no sharp cut-off; inactive means mostly below about 26%; further: some compounds called inactive have numbers as strong as hits
PTEN del growth – growth suppressors of cells with PTEN tumor suppressor deletion; HCT116 PTEN-null viability, CellTiter-Glo, 60 h; active compounds read low; 1.2% of 140,000 active; viability, % at 10 µM;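 active means viability at or below a set limit, 4 SD under the median of all tested compounds, cut at about 3.7% in these data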;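 further: PTEN knockout HCT116 line with beta catenin targeted HCT116 as companion control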
MRP-1 activ – MRP-1 activation. viability increase, % at 10 µM. 0.61% of 140,000 active. AID 799. H69AR cells + doxorubicin, viability rescue, CellTiter-Glo;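 active means viability gain under doxorubicin at or above a set limit, the compound median plus 3 SD, cut at about 4.7% in these data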;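 further: MRP-1 overexpressing cells given doxorubicin 25 µM after compound pretreatment; 18-22 h compound pretreatment then 72 h with doxorubicin before readout; 0% = doxorubicin-only wells and 100% = vehicle-treated cells without doxorubicin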
BB579 growth dn – reduces growth of yeast BB579 in restrictive medium. 0.51% of 140,000 active. inhibition, % at 10 µM. S. cerevisiae BB579 growth, OD615, 48 h;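 active means inhibition above a set limit, 3 SD over the mean compound inhibition, cut at about 44% in these data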; further: inactives centre near -24
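Test system: DeaD yeast strain BB579 / Buffer or medium: restrictive glucose-based CSMM-D medium / Doses: single 10 µM dose / Schedule: 4 h cell preincubation, 48 h compound exposure, 30 °C humidified / Technique: culture absorbance at 615 nm / Controls: amphotericin B positive control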
E-sel TNF inh – TNF alpha driven E-selectin expression inhibition | inhibition, % at 2 µM | HUVEC TNFa-induced E-selectin immunofluorescence, high content | 0.71% of 120,000 active;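 active means inhibition above the batch mean plus 3 SD, and confirmed as a hit on visual image review, cut at about 43% in these data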;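 further: 0% = TNF-stimulated DMSO wells and 100% = unstimulated control wells; not every result past the cut was called active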
Phagocytosis inh – inhibitors of macrophage phagocytosis. J774A.1 macrophage IgG-bead phagocytosis, imaging. inhibition, % at 5 µM. 0.07% of 110,000 active;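 active means inhibition above the mean of the plate negative controls plus 5 SD, cut at about 13% in these data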;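 further: phagocytic index as fraction of beads internalized from green versus red external bead signal; plate controls were DMSO negative control for no effect and cytochalasin-D positive control for full effect; some results beyond the cut were filed as inactive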
NPY-Y2 antag – antagonists of human neuropeptide Y receptor Y2; AID 793; 0.99% of 140,000 active; NPY-Y2 expressing cells, antagonist mode; inhibition, % at 2.7 µM; in the data active means inhibition above about 17%;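 further: 0% = vehicle with agonist challenge and 100% = reference antagonist with challenge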
Target sequence (P49146 whole entry, looked up): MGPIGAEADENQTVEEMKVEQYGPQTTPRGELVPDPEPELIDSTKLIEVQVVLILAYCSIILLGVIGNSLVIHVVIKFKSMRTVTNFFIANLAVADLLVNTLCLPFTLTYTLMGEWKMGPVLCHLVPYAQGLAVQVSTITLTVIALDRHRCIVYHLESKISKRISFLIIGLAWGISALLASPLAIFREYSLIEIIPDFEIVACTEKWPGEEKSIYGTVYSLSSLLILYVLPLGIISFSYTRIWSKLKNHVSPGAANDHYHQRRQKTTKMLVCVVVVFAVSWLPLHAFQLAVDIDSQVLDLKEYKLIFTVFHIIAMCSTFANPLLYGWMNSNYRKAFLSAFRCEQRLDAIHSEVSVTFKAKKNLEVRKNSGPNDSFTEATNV
HCT116 bCat-KO – beta-catenin-lacking colon tumor cell growth suppression; HCT116 beta-catenin knockout viability, CellTiter-Glo, 60 h; active compounds read low; 1.5% of 140,000 active; AID 818; viability, % at 10 µM;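 active means viability at or under a set limit, the compound median less 4 SD, cut at about 6% in these data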;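 further: 0% = Hyamine 1622 control at 20 µM and 100% = untreated cell control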
Active calls of the source: *; · = not tested or not shown; & = joins results of further samples.

Sequence of screens – GALR2 antag, Yeast lifespan up, Measles CPE, PTEN del growth, MRP-1 activ, BB579 growth dn, E-sel TNF inh, Phagocytosis inh, NPY-Y2 antag, HCT116 bCat-KO
> Cc1ccsc1/C=N/NC(=O)c1cccs1
  4.0, -7.3, 8.8, 96.8, 1.6, -17.9, ·, -17.2, 1.8, 89.5
> O=C(O)CC(c1ccccc1)n1cnnn1 (centres undefined)
  -14.3, -4.9, 5.3, 87.1, -2.8, -3.5, ·, ·, 4.0, 97.0
> CCCn1cnc2c(sc3nc4c(cc32)CSC(C)(C)C4)c1=O
  3.0, -3.6, 2.4, 106.4, 0.5, 5.8, -4.7, -0.7, -1.8, 97.5
> CCc1ccccc1NC(=O)CSc1nnc([C@H](CCSC)NC(=O)OC(C)(C)C)o1
  -11.4, -11.8, 3.0, 103.0, -3.1, -10.9, 5.9, -3.1, 4.3, 101.8
> COC(C(=O)NC1CC1)c1ccccc1 (centres undefined)
  7.5, 1.6, 4.6, 105.3, -1.0, -11.6, 9.0, -3.0, 1.4, 96.4
> Cc1cc(N(C(=O)c2ccco2)C(C(=O)NC2CCCCC2)c2ccccc2)ccc1-n1cnnn1 (centres undefined)
  3.0, -29.6, 5.8, 84.3, -3.3, -23.0, 16.3, 1.0, 0.8, 73.0
> CCN(/N=C/c1ccccc1)c1cc(=O)n(C)c(=O)[nH]1
  1.4, -4.0, 12.0, 79.2, 0.5, 5.9, ·, -6.7, 1.2, 75.3
> O=C(COc1ccccc1Cl)N1CCN(c2ccc([N+](=O)[O-])c(N3CCCCC3)c2)CC1
  -12.4, -2.3, 1.4, 63.0, -1.5, -6.5, -32.4, 1.7, 8.8, 66.4
> O=C(CCSc1nc(-c2ccco2)cc(C(F)(F)F)n1)NCCc1ccccc1
  -5.4, -8.7, 6.2, 101.2, -2.0, -73.7, -23.2, -1.8, 5.0, 92.0
> NC(=S)N/N=C\c1c2ccccc2cc2ccccc12
  4.9, -6.6, 4.7, 49.7, 0.1, -14.9, ·, -4.0, 7.6, 53.9
> Cc1ccc(CNC(=O)CCS(=O)(=O)c2ccc(Br)s2)o1
  3.2, -3.1, -0.3, 104.8, -1.7, -67.8, -5.1, 2.0, -0.4, 96.5
> Cc1ccc(Nc2nc(C)cc(C)n2)c(Br)c1
  -6.2, -29.3, 3.2, 102.0, -1.4, -34.1, 2.5, 0.1, 3.4, 102.5
> O=C(/C=C/c1ccc2c(c1)OCO2)Nc1nc(-c2ccc(F)cc2)cs1
  -4.6, -2.2, 4.8, 68.8, -1.6, -30.4, 0.8, -2.2, 5.3, 69.8
> CCN1CCN(C(=O)C2=C(C(=O)O)CCCC2)CC1
  -3.1, -3.0, 20.3, 104.2, 1.3, -21.1, -7.2, -0.1, 1.2, 94.5
> CCOC(=O)c1c(NC(=O)c2ccccc2Br)sc2c1CCc1ccccc1-2
  5.4, -7.7, 18.6, 76.4, -0.8, -60.3, 14.5, 0.0, 3.4, 82.3
> O=C(N1CCOCC1)n1nnc2ccccc21
  10.8, -13.1, 0.1, 103.0, 1.7, 20.3, ·, 0.2, 4.4, 98.1
> COc1cc(N2C(=O)NC3CC2(C)Oc2ccccc23)cc(OC)c1OC (centres undefined)
  -19.0, -10.2, 4.2, 81.4, -4.1, -30.9, -3.7, -3.9, 3.4, 100.3
> CCOC(=O)N1CCN(S(=O)(=O)c2cc(Cl)c(OC)cc2Cl)CC1
  5.3, ·, 6.8, 91.3, -1.7, -22.8, 4.9, ·, 1.5, 87.5
> CCCCCCCCCCCC(=O)NC(C(=O)OCC)C(O)c1cccc([N+](=O)[O-])c1 (centres undefined)
  -5.0, 2.7, 17.6, 77.5, -1.1, -72.1, 4.3, ·, 1.3, 63.5
> O=C(Nc1nnc(C2CCCCC2)s1)c1ccc(Br)s1
  -6.1, -8.2, 3.1, 79.4, -2.4, -29.0, -28.0, -2.5, 0.0, 74.4
> COc1cc(NC(=O)c2cc3c(Cl)nc4ccccc4c3s2)cc(OC)c1OC
  -2.5, -6.9, 6.9, 95.5, -1.4, -8.0, -10.1, -7.1, 3.0, 93.9
> COC(=O)c1cc2oc3ccccc3c2n1CC(=O)N1CCCc2ccccc21
  -11.1, -3.4, 19.9, 85.8, -3.1, 3.3, -6.7, ·, 3.7, 92.2
> Cc1ccc(-n2c(SCC(=O)NCCN3C(=O)CSC3=O)nnc2-c2ccccc2F)cc1
  -9.1, 5.0, 9.9, 83.1, -2.6, -8.8, ·, -6.8, 0.5, 99.6
> O=C(Nc1ccc2oc(-c3ccccc3Cl)nc2c1)c1cncc(Br)c1
  -4.7, -22.5, 7.5, 65.9, -5.2, -42.5, -5.5, -2.2, 0.3, 75.2
> COc1ccc2cc(C(C)=O)c(=O)oc2c1
  -2.3, -2.0, 3.5, 93.6, 0.3, -42.3, 8.2, 3.3, 0.3, 96.9
> O=c1cc(CN2CCN(c3cccc(Cl)c3)CC2)c2cc3c(cc2o1)CCCC3
  3.9, -6.2, 7.0, 81.5&80.3, 6.0*, -19.4, 2.5, -0.6, -0.5, 84.7
> CCOC(=O)C1CCN(c2ccc(C(=O)O)cc2[N+](=O)[O-])CC1
  10.0, -3.6, 19.2, 101.0, -2.3, -21.4, 23.4, -10.5, 1.5, 93.7
> O=C(Cc1cccs1)N/N=C/c1ccco1
  6.5, -2.4, 5.2, 93.0, 1.1, -8.4, ·, -4.2, 1.6, 91.2
> COc1cccc(CNC(=O)CCS(=O)(=O)c2cccs2)c1
  5.5, -12.7, 2.7, 83.1, -2.6, -2.4, -16.0, ·, 0.6, 85.9
> O=C(Cc1coc2ccc3ccccc3c12)NCc1ccccc1
  -9.2, -17.7, 10.4, 46.8, -1.8, -39.5, 5.0, -1.8, 5.8, 56.5
> O=C(CN1CCN(S(=O)(=O)c2ccc(Cl)cc2)CC1)Nc1ccc2c(c1)CCC2
  -9.0, -3.5, 16.4, 78.0, -3.3, 12.2, 8.8, -0.7, 0.1, 80.3
> C=CCn1c(SCC(=O)Nc2cccnc2Cl)nnc1-c1ccccc1F
  -0.7, 7.6, 0.5, 88.1, -1.6, -43.2, 8.9, -5.2, 2.4, 84.1
> CCOC(=O)c1ccc(NC(=O)CN2CCN(c3ccccc3)CC2)cc1
  5.1, -3.9, 0.3, 93.9, -0.7, -80.2, 3.8, -0.8, 8.2, 87.5
> CCOC(=O)N1CCN(CC(=O)c2ccc3c(c2)CCN3C(C)=O)CC1
  -2.0, -5.1, 9.3, 93.8, -2.4, -4.8, ·, -0.9, 3.7, 95.2
> O=C(Cn1cnc2sc(-c3ccccc3)cc2c1=O)NCCc1ccccc1
  -7.7, -6.1, 15.9, 9.8, -3.2, -14.3, 26.6, 0.1, 0.3, 6.6
> CC(C)C(=O)c1cc2c(cc1NC(=O)Nc1cccc3ccccc13)OCCO2
  -2.6, -7.2, 1.9, 81.9, -2.4, -47.1, 7.7, 0.7, 3.2, 79.3
> O=C(Nc1ccccc1)N1CCc2scc[n+]2-c2ccccc21
  -0.2, 3.2, 3.2, 82.4, -4.1, 6.1, ·, -1.5, 1.7, 87.5
> O=S(=O)(c1cccc(NC(=S)N2CCN(c3ccc(F)cc3)CC2)c1)C(F)F
  0.7, -2.1, 10.4, 81.9, -0.9, -18.2, ·, -9.7, -2.4, 82.5
> Cc1ccc(C(=O)NCCc2ccncc2)cc1
  -14.1, -21.4, 2.8, 109.6, -1.7, -3.3, -25.4, ·, -0.6, 98.6
> Cc1ccc2[nH]cc(C(=O)CN3CCOCC3)c2c1
  0.7, -17.9, 7.5, 85.8, -2.9, -16.6, 11.1, -0.4, -2.0, 86.5
> CCOC(=O)c1nn(-c2ccc(Cl)cc2)c2nc(-c3ccc(C)cc3)c(C#N)c(=O)n12
  -14.7, -4.5, 8.5, 57.4, -1.9, -31.4, 0.9, 0.5, 3.8, 60.0
> COc1ccc(C2=CC(c3ccc(F)cc3)n3nnnc3N2)cc1 (centres undefined)
  9.3, -6.6, 16.1, 100.0, -3.1, 1.5, -0.2, 2.2, 2.3, 89.7
> CCCCN1CNC(=S)N(Cc2ccccc2)C1
  -6.6, -0.9, 7.0, 89.7, -2.4, -35.0, ·, -8.6, 2.4, 88.5
> CC(C)(C)NCc1cc(Br)ccc1OCc1cccs1
  -1.9, 13.5, 6.1, 78.2, -2.9, 18.2, -32.5, -4.0, 20.2*, 67.8
> Cc1cc(NC(=O)CSc2nnc(-c3ccco3)o2)no1
  -10.1, -6.8, 21.1, 104.0, -0.8, -20.3, 14.7, -1.7, 0.3, 99.0
> C=CCN(c1ccccc1)S(=O)(=O)c1cccc(C(=O)Oc2ccc3c(C)cc(=O)oc3c2)c1
  -0.4, -1.2, 17.1, 94.8, 1.2, -36.6, ·, -4.8, 4.6, 94.9
> CCCC(=O)NCCCc1nc2ccccc2n1C
  13.9, -2.5, 7.9, 98.5, -0.7, 1.3, -45.9, -0.9, 4.4, 93.5
> O=[N+]([O-])c1cccc(S(=O)(=O)Nc2nc3ccccc3nc2Nc2cccc(S(=O)(=O)N3CCCCC3)c2)c1
  -5.9, 8.3, 14.1, 9.4, -6.0, -12.2, -39.5, -3.8, -1.4, 10.8
> O=C(CO/N=C/c1cccc([N+](=O)[O-])c1)Nc1ccc2ccccc2c1
  -4.5, -0.6, 11.2, 103.6, 0.7, -64.3, 10.3, -0.7, 11.7, 96.0
> Cn1nc(C(F)(F)F)c(C#N)c1N1CCN(c2cccc(C(F)(F)F)c2)CC1
  -12.9, -7.8, 3.2, 91.8, -2.5, -2.0, ·, 0.5, 6.2, 95.4
> O=C(COC(=O)c1ccccc1F)c1ccc(-n2nncc2-c2ccco2)cc1
  -20.8, 8.6, 3.5, 85.9, -1.2, -14.9, 7.4, -0.8, 7.5, 99.9
> Cc1cc(NC(=O)Cn2nc3c(cc2=O)CCCC3)ccc1Br
  -0.6, -11.9, 7.6, 91.4, 1.7, -49.5, 3.6, -1.8, -0.3, 83.5
> O=c1oc2c3c(nn2c2ccccc12)CCCC3
  -10.6, -14.5, 16.1, 110.3, 1.6, -2.0, ·, -0.5, -0.6, 95.0
> COc1cccc(-n2nnnc2SCC(=O)N2CCCc3ccccc32)c1
  -2.2, 3.0, 17.5, 92.6, -0.3, -43.9, ·, -0.6, 1.6, 71.7
> Cc1cc(C)cc(N2C(=O)CC(N(C(=O)c3ccco3)c3cc(C)cc(C)c3)C2=O)c1 (centres undefined)
  -8.0, -7.7, 18.9, 107.3, -1.0, -17.3, -7.6, -0.7, 0.5, 98.0
> CC(C)OCC(O)CSc1ccccn1 (centres undefined)
  -5.9, -14.1, 8.5, 95.2, 1.1, 18.7, -3.7, 0.1, 5.0, 92.3
> Cc1nn(-c2ccccc2)c2nc(C(F)(F)F)[nH]c(=O)c12
  -8.8, -2.3, 40.9*, 103.3, 2.0, 6.6, -11.5, -10.4, 3.4, 77.9
> CS(=O)(=O)c1ccc(N2CCOCC2)c(S(C)(=O)=O)c1
  -7.3, -12.3, 2.2, 96.1, -1.0, 2.5, -7.6, 3.4, 0.4, 104.4
> O=C(CC1(C(=O)O)CCCC1)N1CCOCC1
  8.4, -10.4, 3.3, 103.7, -1.9, -27.5, 8.4, 0.3, 1.4, 85.1
